# Screening results: PubChem BioAssay, NCI
# yeast rad50: NCI yeast anticancer drug screen, S. cerevisiae rad50 strain | 79,000 compounds, 10% hits | % growth inhibition at 50 µM;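 further: 0% = growth of vehicle-only cultures of the same strain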
#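 DNA repair mutant yeast, compound exposure, growth read-out; inhibition is taken relative to vehicle.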
# bub3: NCI yeast anticancer drug screen, S. cerevisiae bub3 mutant strain. growth inhibition, % at 50 µM. 78,000 compounds, 9.9% hits;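 further: 0% = growth of vehicle-only cultures of the same strain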
#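 Part of a panel of yeast mutants defective in DNA damage repair or cell cycle regulation. Each strain is grown with compound, and inhibition is calculated relative to solvent-treated cultures.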
# yeast mlh1 rad18: NCI yeast anticancer drug screen, S. cerevisiae mlh1 rad18 strain; % growth inhibition at 50 µM; 79,000 compounds, 11% hits;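 further: 0% = growth of vehicle-only cultures of the same strain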
#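 Steps: expose repair-defective yeast to compound; measure growth; express inhibition against vehicle-treated controls.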
# mec2-1: NCI yeast anticancer drug screen, S. cerevisiae mec2-1 strain; % growth inhibition at 50 µM; 79,000 compounds, 9% hits;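 further: 0% = growth of vehicle-only cultures of the same strain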
#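 Compounds were applied to mec2-1 yeast cells. Their growth was then compared with that of vehicle-treated cultures to give growth inhibition.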
# sgs1 mgt1: NCI yeast anticancer drug screen, S. cerevisiae sgs1 mgt1 strain. growth inhibition, % at 50 µM. AID 161. 78,000 compounds, 10% hits;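 further: 0% = growth of vehicle-only cultures of the same strain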
#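 Percent growth inhibition was derived by comparing compound-exposed mutant yeast with vehicle-exposed cultures. The strain carries alterations in DNA damage repair.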
# yeast cln2 rad14: NCI yeast anticancer drug screen, S. cerevisiae cln2 rad14 strain; growth inhibition, % at 50 µM; 78,000 compounds, 8.3% hits;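 further: 0% = growth of vehicle-only cultures of the same strain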
#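 Test compounds were added to cln2 rad14 yeast cultures; inhibition of growth was then determined by comparison with vehicle treatment.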
# Numbers without * were called inactive; & = joins results of further samples. No stated cut-off is given here; in the data, active means growth inhibition above about 70%; inactive means the rest.
SMILES,yeast rad50,bub3,yeast mlh1 rad18,mec2-1,sgs1 mgt1,yeast cln2 rad14
COc1cc2c3c(c1)SCCC(=O)N3CCN2,72*,73*,46,81*,-23,80*
CC(=O)OCCOCNC(=S)N/N=C/c1cc([N+](=O)[O-])ccc1O,26,11,0,-3,16,42
NC(C(=O)O)C(C(F)(F)F)C(F)(F)F (configuration not stated),1,-16,6,-15,4,2
Oc1ccc(Cl)cc1-c1[nH]c(=S)nc(-c2ccccc2)c1Cl,-16,4,-11,-32,-9,-1
O=C(O)C(Cl)(c1ccccc1)c1ccccc1,-6,4,-13,-13,8,-20
Cc1cc(C)c2c(c1)CCc1cc(C)cc(C)c1-2,-4,18,-30,-8,-2,-51
COc1ccccc1NC(=O)CC(=O)N1N=C(N(c2ccccc2)c2ccccc2)CC1c1ccccc1 (configuration not stated),7,10,23,-1,-7,10
C=C1c2nc3ccccc3n2C=C(c2ccccc2)N1c1ccc(OC)cc1,-6,18,7,15,-9,-6
CCOC(=O)C(=O)Cc1nc(=O)c2ccccc2n1C,10,0,-10,4,-3,-1
O=[N+]([O-])c1ccc(C2=Nc3ccccc3-c3ccccc3N=C2c2ccc([N+](=O)[O-])cc2)cc1,8,1,5,4,-2,-12
CC(=O)Nc1ccc(/C=N/NC(=O)/C=C/c2ccccc2)cc1,-7,-1,2,3,6,-5
O=C(NC(=O)/C(=N\OCc1ccccc1)c1ccccc1)N/C(=N/OCc1ccccc1)c1ccccc1,13,6,-8,4,1,-10
COc1cc2ccc3c4cc5c(cc4cnc3c2cc1OC)OCO5,-1,-1,-17,-3,-16,-26
CC#CC(O)(C(=O)OCC)C1CCCCC1 (configuration not stated),-10,-15,-13,6,0,-4
O=[N+]([O-])c1cccc(/C=[N+](\[O-])c2ccccc2)c1,-3,-17,1,8,13,-39
CC(C)(C)OC(=O)CNC(=O)C(CSC(c1ccccc1)(c1ccccc1)c1ccccc1)N1C(=O)c2ccccc2C1=O (configuration not stated),46,74*,49,32,46,32
C[C@@H]1C[C@@H](O)[C@@H]2[C@](C)(CCC[C@]2(C)C(=O)O)[C@@]1(O)CCc1ccoc1,14,68,15,62,12,23
O=C(CCn1ccnc1[N+](=O)[O-])NCCCn1ccnc1[N+](=O)[O-],-24,-34,-52,-2,-42,-1
CCOC(=O)c1nc2ccc(C(F)(F)F)cc2nc1Nc1cc(OC)c(OC)c(OC)c1,-33,-14,-11,-17,-31,3
COC(=O)C(=O)C(C(=O)C(=O)Nc1cc(C)ccc1C)c1nc2ccc(C(=O)c3ccccc3)cc2[nH]c1=O (configuration not stated),6,12,12,1,-4,-1
O=C(O)C1CCC(C(=O)O)CC1.[NH-]C1CCCCC1[NH-].[Pt+2] (configuration not stated),46,-20,-70,-30,-1,7
COc1ccc2c(c1OC)CN1CCc3cc4c(cc3C1=C2)OCO4,16,8,13,-4,-10,2
CC(=O)Oc1nnc(OC(C)=O)c2cc(N)ccc12,-13,10,1,-18,4,-1
N#CCN(CC#N)C1CC=CCC1N(CC#N)CC#N (configuration not stated),-26,-21,-38,1,-30,-21
CNc1cc(C(C)C)ccc1C,4,17,3,9,11,1
Cc1ccc(N=NC2=C3Sc4ccccc4N=C2N(c2ccc(Br)cc2)C(=S)N3c2ccc(Cl)cc2)cc1,-9,-3,1,-3,-21,19
CCCOP(=O)(CCCP(=O)(OCCC)OCCC)OCCC,-8,6,-12,-10,0,-26
COC(=O)C(=O)[C@@H](O)[C@H](O)[C@@H](O)CO,30,26,24,24,25,13
O=C(O)c1cc(Cl)c2ccccc2n1,-8,-21,7,4,-3,-51
CCOC1(C)CCC2(C)C(=CCC3C2CCC2(C)C(C(C)CCCC(C)C)CCC32)C1 (configuration not stated),11,-3,-26,-20,0,-14
O=C1CSC(C(N=Nc2ccc(Cl)cc2)c2nc3ccccc3[nH]2)=N1 (configuration not stated),-51,-43,-47,-26,-43,-18
COC1=C(OC)C(=O)C(SCc2ccco2)=CC1=O,51,62,65,73*,77*,37
CC12CCC(CC1(Cl)Cl)C2 (configuration not stated),10,5,27,-6,21,14
COc1ccc(/C=C2\Cc3ccccc3C2=O)cc1OC,0,-25,-2,-10,-10,8
Cc1c2ccccc2c(C=O)c2ccccc12,86*,88*,87*,89*,91*,88*
N#Cc1ccc(Nc2nc3nc[nH]c3c(=O)[nH]2)cc1,-9,1,-51,-6,6,7
CCc1ccc(NC(=O)c2cccnc2)cc1,-2,-4,-3,2,-8,-3
Cc1ccc2nc(CC(=O)c3ccc(F)cc3)c(=O)[nH]c2c1,2,18,35,19,16,28
COc1ccc(C2=C/C(=C/c3cccc(OC)c3OC)C(=O)O2)cc1,-11,-11,-5,1,12,-31
C1=NC(c2ccccc2)=CN(C2CCCCC2)C1(c1ccccc1)C1CCCCC1 (configuration not stated),97*,96*,96*,97*,97*,95*
O=C(O)/C(Cl)=C(/Cl)C(=O)Nc1cccc(Cl)c1,91*,90*,92*,86*,89*,89*
Cc1nc2c(Cl)cc(Cl)cc2c(Cl)c1CCCl,30,40,46,30,50,19
CCOC(=O)C[C@@]1(C)C(=O)O[C@H](c2ccccc2)N1C(=O)c1ccccc1,13,12,15,6,14,30
O=C(O)CSc1n[nH]c(-c2ccco2)n1,-4,11,8,4,3,14
O=C(Nc1ccc(Cl)cc1)C(Cl)Cl,12,-9,3,15,37,5
O=S1(=O)C(=C(c2ccccc2)c2ccccc2)S(=O)(=O)c2ccccc21,40,-7,29,13,14,24
O=C(O)CCC(=O)Nc1cc(C(F)(F)F)ccc1Cl,24,15,8,14,8,25
CCCCCCCC(=O)Nc1ccccc1F,-9,4,0,-12,-7,-43
Cc1ccc(S(=O)(=O)NC(CCC(=O)O)C(=O)O)cc1 (configuration not stated),-5&-11,7&21,10&-12,7&-23,0&0,-12&-7
CC(=O)OCC(C)(C(=O)Cl)c1ccccc1 (configuration not stated),-26,-12,-9,-16,-18,-30
O=[N+]([O-])c1ccc(NC2CCCCC2)nc1,14,43,-2,-10,14,8
CC(C)OC(=O)CCC(N)C(=O)O (configuration not stated),3,3,0,1,2,-5
c1ccc(-c2cnc(-c3ccc(-c4ncc(-c5ccccc5)o4)cc3)o2)cc1,-8,-33,-21,-27,-48,91*
CCOC(=O)C1=C2c3ccccc3NC2N(C(=O)OCC)N(C(=O)OCC)C1C(=O)OCC (configuration not stated),36,0,9,-1,44,19
CN(C)S(=O)(=O)C(C(N)=O)c1ccccc1 (configuration not stated),-9,8,10,11,19,-15
N#CC(C#N)=CNc1cccc(Cl)c1,34,-1,18,10,29,9
C=C(Br)CBr,44,-9,2,9,3,-45
O=C(OCc1ccccc1C1CSCSC1)c1cc(C(=O)OCc2ccccc2C2CSCSC2)c(C(=O)OCc2ccccc2C2CSCSC2)cc1C(=O)OCc1ccccc1C1CSCSC1,5,6,-9,-18,-11,2
CCC(C(=O)O)C1=C(c2ccccc2)CCc2ccccc21 (configuration not stated),100*,99*,100*,100*,100*,99*
COc1ccc(OCCCn2cc(-c3ccc(Cl)c(Cl)c3)c(N)nc2=O)cc1,-8,2,-21,-8,-9,-24

# A different layout for some results above:
# The line under a structure holds: yeast rad50 | bub3 | yeast mlh1 rad18 | mec2-1 | sgs1 mgt1 | yeast cln2 rad14
COc1cc2c3c(c1)SCCC(=O)N3CCN2
→ 72* | 73* | 46 | 81* | -23 | 80*
CC(=O)OCCOCNC(=S)N/N=C/c1cc([N+](=O)[O-])ccc1O
→ 26 | 11 | 0 | -3 | 16 | 42
NC(C(=O)O)C(C(F)(F)F)C(F)(F)F (configuration not stated)
→ 1 | -16 | 6 | -15 | 4 | 2
Oc1ccc(Cl)cc1-c1[nH]c(=S)nc(-c2ccccc2)c1Cl
→ -16 | 4 | -11 | -32 | -9 | -1
O=C(O)C(Cl)(c1ccccc1)c1ccccc1
→ -6 | 4 | -13 | -13 | 8 | -20
Cc1cc(C)c2c(c1)CCc1cc(C)cc(C)c1-2
→ -4 | 18 | -30 | -8 | -2 | -51
COc1ccccc1NC(=O)CC(=O)N1N=C(N(c2ccccc2)c2ccccc2)CC1c1ccccc1 (configuration not stated)
→ 7 | 10 | 23 | -1 | -7 | 10
C=C1c2nc3ccccc3n2C=C(c2ccccc2)N1c1ccc(OC)cc1
→ -6 | 18 | 7 | 15 | -9 | -6
CCOC(=O)C(=O)Cc1nc(=O)c2ccccc2n1C
→ 10 | 0 | -10 | 4 | -3 | -1
O=[N+]([O-])c1ccc(C2=Nc3ccccc3-c3ccccc3N=C2c2ccc([N+](=O)[O-])cc2)cc1
→ 8 | 1 | 5 | 4 | -2 | -12
CC(=O)Nc1ccc(/C=N/NC(=O)/C=C/c2ccccc2)cc1
→ -7 | -1 | 2 | 3 | 6 | -5
O=C(NC(=O)/C(=N\OCc1ccccc1)c1ccccc1)N/C(=N/OCc1ccccc1)c1ccccc1
→ 13 | 6 | -8 | 4 | 1 | -10
COc1cc2ccc3c4cc5c(cc4cnc3c2cc1OC)OCO5
→ -1 | -1 | -17 | -3 | -16 | -26
CC#CC(O)(C(=O)OCC)C1CCCCC1 (configuration not stated)
→ -10 | -15 | -13 | 6 | 0 | -4
O=[N+]([O-])c1cccc(/C=[N+](\[O-])c2ccccc2)c1
→ -3 | -17 | 1 | 8 | 13 | -39
CC(C)(C)OC(=O)CNC(=O)C(CSC(c1ccccc1)(c1ccccc1)c1ccccc1)N1C(=O)c2ccccc2C1=O (configuration not stated)
→ 46 | 74* | 49 | 32 | 46 | 32
C[C@@H]1C[C@@H](O)[C@@H]2[C@](C)(CCC[C@]2(C)C(=O)O)[C@@]1(O)CCc1ccoc1
→ 14 | 68 | 15 | 62 | 12 | 23

# The list continues.
SMILES,yeast rad50,bub3,yeast mlh1 rad18,mec2-1,sgs1 mgt1,yeast cln2 rad14
COc1ccc2nc3cc(Cl)ccc3c(Nc3nccs3)c2c1,95*,95*,88*,70*,94*,58
CCCCCCC(C)[N+](=O)[O-] (configuration not stated),-16,-2,11,-1,6,-1
CCOCCN(CCOCC)c1ncnc2[nH]ncc12,9,22,11,5,10,-25
CCOc1ccccc1NC(=O)C(=O)CC(=O)c1sc(Nc2nnc(-c3ccc(Cl)c(Cl)c3)o2)nc1C,20,31,18,-12,21,21
c1ccc(-c2nnc(-c3ccccn3)o2)nc1,16,-4,-10,-8,-1,-80
COC(=O)C1=C(C(=O)OC)C2CCC1O2,0,8,-18,-6,0,-12
O=P1(c2ccccc2)c2ccccc2CCc2ccccc21,18,2,8,3,22,22
COc1cc(C(C#N)NNC(=O)Cc2ccccc2)cc(OC)c1OC (configuration not stated),-19,-46,-50,-54,-54,18
O=C(NO)c1ccccc1O,27,8,18,21,-15,4
CN1C(=O)C/C(=C/[N+](=O)[O-])c2ccccc21,4,3,-19,-1,4,8
O=[N+]([O-])c1ccc(NN=C2CCCCC2)c([N+](=O)[O-])c1,9,3,31,-18,2,-40
COC(=O)/C=C1\CC(C)C2=C(N1)SCC2=O (configuration not stated),11,-13,3,7,6,-32
CCOC(=O)N1N=C(c2ccccc2)OC2(N3CCCC3)CCC(C(C)(C)C)CC12 (configuration not stated),11,-4,28,11,9,-4
CC(=O)N(c1ccccc1)C1CCC2(C)C(=CCC3C2CCC2(C)C(C(C)CCCC(C)C)CCC32)C1 (configuration not stated),-5,-11,-4,-17,-5,7
Nc1ccc(C(=O)c2ccccc2)cc1Cl,61,36,36,35,56,7
COc1ccc(OC)c(C(=O)c2cccc(C(=O)c3cc(OC)ccc3OC)n2)c1,21,-30,21,6,42,-22
CCOC(=O)C(=O)Nc1c(N(CC)CC)n2ccccc2nc1=O,6,3,14,-22,-4,6
COc1ccc(N/N=C2\CCOc3ccc(C)cc3C2=O)cc1,54,52,47,28,42,15
COc1cc(OC)c2c3c(OC)cc(OC)c4c(=O)c(O)c(C[C@@H](C)O)c(c5c(C[C@@H](C)O)c(O)c(=O)c1c25)c43,67,34,55,46,37,-4
COC(=O)C(Cc1ccccc1)NC(=O)c1ccc(CNC(=S)NCc2cccc(CNC(=S)NCc3ccccc3)c2)cc1 (configuration not stated),27,-2,39,-16,20,24
C=CCNC(=O)/C=C/C,2,10,-4,1,-2,2
CC(C)c1cccc(C(C)C)c1N=C(N)C#N,-6,-2,-26,-24,-19,1
